Source: PubChem BioAssay (National Center for Advancing Translational Sciences (NCATS))
AMA1-RON2 inh = disrupts binding of P. falciparum AMA1 to RON2 | AlphaScreen AMA1-biotinylated RON2 peptide binding | Potency, µM (titrated, usually from 58.2 µM), for inactives: at the top dose activity change, negative = inhibition, most hits filed as inhibitors | actives 0.2% (n = 360,000) | AID 720542;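 note: potency is the fitted concentration of half-maximal effect; 0% = vehicle wells and -100% = peptide control; nearly all actives have a fitted effect of over 45% in size; some results filed as inactive show a strong effect at the top dose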
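AMA1 (3D7) with his tag at 25 nM final met compounds first, then biotinylated RON2 peptide at 25 nM; detection used donor plus acceptor beads, 10 µg/mL apiece, read by AlphaScreen after 30 min at room temperature.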
AmpC detergent = AmpC beta-lactamase inhibition with detergent present | Potency, µM (titrated, usually from 114 µM), for the others: top-dose activity change, negative = inhibition, hits mostly inhibitors | P00811 | actives 0.041% (n = 370,000) | AmpC hydrolysis of nitrocefin, absorbance 480 nm, 0.01% Triton | AID 485294;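 note: potency is the fitted concentration of half-maximal effect; 0% = no-compound wells and -100% = no-enzyme wells; nearly all actives have a fitted effect of over 25% in size; some results filed as inactive show a strong effect at the top dose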
Target sequence (P00811 whole entry, looked up): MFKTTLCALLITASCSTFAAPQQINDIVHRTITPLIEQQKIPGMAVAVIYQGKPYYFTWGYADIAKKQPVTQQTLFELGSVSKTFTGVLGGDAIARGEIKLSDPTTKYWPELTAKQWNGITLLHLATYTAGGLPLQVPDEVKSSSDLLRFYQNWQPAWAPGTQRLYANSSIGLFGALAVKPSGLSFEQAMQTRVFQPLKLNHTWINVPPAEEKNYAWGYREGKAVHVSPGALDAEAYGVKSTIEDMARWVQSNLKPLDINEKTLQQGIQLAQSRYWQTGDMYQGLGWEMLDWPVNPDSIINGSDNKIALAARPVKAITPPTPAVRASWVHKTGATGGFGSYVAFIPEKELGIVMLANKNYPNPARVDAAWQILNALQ
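20 mM phosphate pH 7.0 + 0.01% (detergent screen) or 0.0001% Triton X-100; 5.3 nM AmpC reagent; cpd preinc 15 min RT; nitrocefin (800 uM stock) to start; A480 q20 s × 4 min; Activity was normalised to no-enzyme and no-compound control wells.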
AmpC inh no detg = blocks E. coli AmpC beta-lactamase in detergent-free assay; AmpC nitrocefin hydrolysis, absorbance 480 nm, 0.0001% Triton; Potency, µM (highest dose often 57.1 µM), without a hit: top-dose activity change, negative = inhibition, hits mostly inhibitors; actives 0.52% (n = 330,000); AID 485341;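 note: potency is the fitted concentration of half-maximal effect; plate controls were no compound for no effect and no enzyme for full effect; nearly all actives have a fitted effect of over 20% in size; some results filed as inactive show a strong effect at the top dose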
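20 mM phosphate pH 7.0 + 0.01% (detergent screen) or 0.0001% Triton X-100; 5.3 nM AmpC reagent; cpd preinc 15 min RT; nitrocefin (800 uM stock) to start; A480 q20 s × 4 min; Activity was normalised to no-enzyme and no-compound control wells.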
Shiga inhibitor = blocks Shiga toxin action in Vero cells. inhibition, % at 38.7 µM. Vero cells, Shiga toxin protein synthesis inhibition reporter. actives 9.2% (n = 290,000). AID 2315; in the data active = inhibition mostly above about 28%, no sharp cut-off; inactive = mostly below about 43%; note: 0% is about no effect
HCMV inh = human cytomegalovirus inhibition; HFF cells, HCMV-luciferase reporter, 72 h; active compounds read low; actives 4.5% (n = 410,000); activity change, negative = inhibition, % at 57.5 µM; in the data active = activity change below about -60%; inconclusive = no clear call, values can overlap the other calls; inactive = above about -39%; note: % is set by controls: 0 for no effect and ±100 for the full control effect
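After 16 h attachment at 37C, HFF cells received test compound and HCMV-luciferase (1 PFU/cell); reporter luminescence read 72 h later, data normalized against buffer-only and known inhibitor Salinomycin.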
Cycloheximide cs = counter-screen for Shiga toxin inhibitors: cycloheximide protein synthesis inhibition; cell reporter, cycloheximide protein synthesis inhibition counterscreen; max response, %; actives 12% (n = 300,000); in the data active = max response mostly above about 13%, no sharp cut-off; inactive = mostly below about 14%; note: read at 38.3 µM for the half of the compounds with a filed dose; 0% is about no effect
FBPA Giardia inh = Giardia lamblia aldolase inhibition | Potency, µM (series often up to 59.6 µM), inactives show at the highest dose activity, negative = inhibition, usual class: inhibitors | actives 0.71% (n = 290,000) | purified Giardia FBPA | AID 2451; note: potency is the fitted concentration of half-maximal effect; % is set by controls: 0 for no effect and ±100 for the full control effect; nearly all actives have a fitted effect of over 55% in size
Target sequence (A8B2U2 whole entry, looked up): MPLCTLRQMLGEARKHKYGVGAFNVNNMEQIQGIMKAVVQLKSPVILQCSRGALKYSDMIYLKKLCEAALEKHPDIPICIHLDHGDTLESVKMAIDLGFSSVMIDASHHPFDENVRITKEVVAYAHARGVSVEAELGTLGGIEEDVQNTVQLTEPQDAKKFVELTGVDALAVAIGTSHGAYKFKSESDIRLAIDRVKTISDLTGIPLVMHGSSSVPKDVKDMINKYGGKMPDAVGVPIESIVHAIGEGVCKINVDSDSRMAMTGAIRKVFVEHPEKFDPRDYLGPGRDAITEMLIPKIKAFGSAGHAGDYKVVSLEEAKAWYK
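Giardia FBPA (40 nM reagent) was preincubated 10 min at RT with compound (up to 57.5 uM final), then substrate plus GAPDH/TPI/NAD/arsenate coupling system with diaphorase/resazurin was added; resorufin fluorescence (525/598 nm) was read after 20 min.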
* = called active by the depositor; ? = inconclusive; / = no result given; [ ] = another dose, or the depositor's remark. Unless noted, calls come from the whole dose curve; as a rule, active = well fitted curve in the direction sought with a large enough effect; inconclusive = small, poorly fitted or top-dose-only effect, or another doubt; inactive = no such curve, though single readings can be large; an effect the other way counts as inactive or inconclusive.

SMILES | AMA1-RON2 inh | AmpC detergent | AmpC inh no detg | Shiga inhibitor | HCMV inh | Cycloheximide cs | FBPA Giardia inh
Cc1c(C)c2ccc(OCC(=O)Nc3ccc(CN4CCOCC4)cc3)cc2oc1=O | 14.0% | -2.8% | 60.7%[activator] | -6.2 | -38.0 | -5.0 | 5.4%
O=c1c2ccccc2ncn1Cc1ccco1 | -7.0% | ? | -11.3% | -17.2 | 58.5 | -7.8 | 1.1%
COc1ccc(-c2sc3cc(OC)ccc3c2-c2ccc(OCCN3CCOCC3)cc2)cc1 | ? | / | 52.3% | / | -23.6 | / | /
COc1ccc(NC(C)=O)cc1S(=O)(=O)NC(C)c1ccc(-n2ccnc2)cc1 (stereo not drawn) | -3.0% | ? | -13.3% | / | 0.0 | / | /
Cc1sc(N)nc1-c1c(C)n(C)c2ccccc12 | -15.5% | -0.3% | -33.7% | -0.5 | -13.4 | -2.9 | 4.6%
O=C(CN1CCCC1)N1c2ccccc2Sc2ccccc21 | -6.0% | 6.3% | -22.5% | 25.3 | -3.8 | 6.1 | 3.6%
CCOc1ccc(N=C(C)c2ccccc2O)cc1 | -23.6% | -14.6% | -11.8% | 6.3 | -17.8 | -2.2 | -21.6%
CC1=NC(Nc2nc(C)c3ccccc3n2)=NC(C)(C)C1 | 15.5% | ? | -47.8% | -11.0 | -9.4 | -0.5 | 5.1%
COc1ccc(C2=Nn3c(nnc3-c3ccc(OC)c(OC)c3)SC2)cc1 | / | / | / | -8.5 | / | -0.6 | 5.1%
Cc1ccc(NC(=S)NCCc2c[nH]c3ccccc23)cc1 | 33.1%[activator] | -1.0% | -35.8% | 17.6 | 0.9 | 14.9* | -4.2%
O=S(=O)(NC(=NCCc1ccc(Cl)cc1)c1ccccc1Cl)c1cccs1 | -0.6% | 4.7% | -1.1% | 4.2 | 0.6 | -2.8 | -8.3%
Cc1c(OCC(=O)NC2CC(C)(C)NC(C)(C)C2)ccc2c3c(c(=O)oc12)CCC3 | -3.7% | -2.0% | 15.5% | 13.4 | 31.7 | 2.1 | /
Nc1ccccc1SCc1c(Cl)cccc1Cl | -8.4% | 2.0% | -36.9% | 22.4 | 52.1 | 1.4 | -4.4%
CC1(C)SC2c3ccccc3C(=O)N2[C@@H]1C(=O)NCCCN1CCOCC1 (stereo partly drawn) | -24.4% | -3.1% | 38.2% | -15.1 | -20.8 | -3.2 | 1.5%
O=[N+]([O-])c1ccc(N2CCN(CCO)CC2)cc1Sc1nc2ccccc2[nH]1 | -1.1% | -6.6% | -4.1% | -10.7 | -36.9 | -2.3 | -1.3%
Cn1cccc1C(=O)OCC(=O)NC(=O)c1ccc(Cl)cc1 | 7.7% | / | -20.1% | / | -5.7 | / | /
Oc1ccccc1O | -17.5% | ? | -22.4% | / | -27.5 | / | -17.8%
CN(C)c1cc[n+](CC(=O)Nc2c(Cl)cc(Cl)cc2Cl)cc1 | -16.0% | -3.2% | -8.1% | -6.1 | -67.5* | -8.4 | 6.2%
O=C(COC(=O)CNS(=O)(=O)c1ccc2ccccc2c1)Nc1ccccc1Sc1ccccc1 | 0.0% | -22.4% | -18.9% | -4.3 | 16.8 | -1.3 | -1.5%
CCc1nn2c(=O)c(S(=O)(=O)Nc3ccccc3)c(C)nc2s1 | -2.2% | ? | -28.5% | -1.2 | -8.5 | -5.2 | -5.3%
CC(=O)c1ccc(NC(=O)Nc2ccc3c(c2)N(C)C(=O)CS3)cc1 | -15.0% | -2.5% | -36.6% | 20.3 | 10.7 | 17.5 | -1.9%
Cc1ccc(OCC(=O)Nc2ccccc2C(=O)NC2CC2)cc1C | -8.4% | ? | -15.0% | -4.8 | -24.0 | -1.6 | /
CCOC(=O)c1c(NC(=O)c2ccccc2N(C)S(=O)(=O)c2ccccc2)sc2c1CCCC2 | 7.5% | ? | -8.1% | -8.8 | ? | -5.7 | -0.7%
CCOCCc1nn2c(=O)cc(CSCC(=O)Nc3ccc(OC)cc3)nc2s1 | 5.9% | 5.3% | -9.9% | -5.8 | -32.3 | 4.5 | /
CSc1ccc(/C=C(\C(=O)O)c2ccc(S(=O)(=O)N3CCCC3)s2)cc1 | -5.6% | -8.3% | -32.2% | / | -4.5 | / | /
CCC(C)CCN1CCN=C1N(C)C (stereo not drawn) | 4.9% | -12.2% | -5.0% | / | 8.2 | / | /
O=C1CSC(=Nc2ccc(F)cc2)N1 | 16.0% | -0.6% | -17.5% | -3.3 | -8.4 | -3.6 | 3.8%
O=C(CSc1ccc(Br)cc1)Nc1ccccc1Oc1ccccc1 | 1.3% | -9.9% | -20.2% | 2.0 | 61.3 | 11.6 | 0.7%
Cc1ccc(NC(=O)COC(=O)C(NS(=O)(=O)c2ccc(Cl)cc2)C(C)O)c(Br)c1 (stereo not drawn) | -1.8% | ? | 29.3% | 16.7 | -0.9 | -0.8 | 1.4%
O=C(CS(=O)c1ccc(Br)cc1)N1CCOCC1 (stereo not drawn) | 31.7%[activator] | 1.4% | -1.5% | -8.2 | 22.0 | -1.2 | ?
COc1ccc(CCNC(=O)Cn2cnc3ccccc3c2=O)cc1OC | -0.5%[11.6 µM] | ? | -15.9% | -1.5 | 44.6 | -0.8 | 3.1%
CC(C)C(NC(=O)c1ccccc1)c1nnc(SCC(=O)NC2CCCC2)n1C (stereo not drawn) | 4.7% | -4.9% | 13.1% | -8.5 | -28.2 | -2.7 | -11.2%
Cc1nc2nc(C)c(NS(=O)(=O)c3ccc(C(C)(C)C)cc3)c(=O)n2[nH]1 | 3.0% | -9.5% | -40.9% | -4.5 | 2.5 | 1.2 | ?
CCOc1cc(/C=N/NC(=O)C2CCCC2)ccc1OC(C)C | -3.9% | 5.4% | -9.0% | -22.6 | 28.5 | -4.1 | /
C[C@@H](C(=O)Nc1ccc(OC(F)F)c(Cl)c1)N1C(=O)C2CC=CCC2C1=O (stereo partly drawn) | -6.7% | / | -24.2% | / | -17.8 | / | /
CC(=O)Nc1cccc(NC(=O)CN2c3cccc4cccc(c34)S2(=O)=O)c1 | 7.8% | -0.6% | -19.6% | / | -4.6 | / | /
Cc1ccc(C(=O)NC(=S)Nc2ccc3[nH]c(=O)[nH]c3c2)cc1C | -6.3%[2.32 µM] | -13.7% | -12.9% | -3.0 | -21.5 | 2.1 | -0.1%
N#CCCN(C(=O)COC(=O)CNS(=O)(=O)c1ccc2ccccc2c1)c1ccccc1 | -6.0% | 5.0% | 46.7% | / | 50.7 | / | /
Cc1nn(C2CCS(=O)(=O)C2)c2nc(C3CC3)cc(C(=O)Nc3cccc(C#N)c3)c12 (stereo not drawn) | -20.0% | 10.8% | -0.3% | / | -0.3 | / | /
O=C(Cc1ccc(S(=O)(=O)N2CCOCC2)s1)NCCOc1ccccc1 | 19.2% | ? | -16.1% | / | -25.1 | / | /
O=C(COC(=O)C1CCN(S(=O)(=O)c2ccc3c(c2)OCCO3)CC1)Nc1ccccc1OC(F)F | 7.6%[11.6 µM] | -6.6% | -24.2% | -12.9 | -7.3 | -1.6 | 3.2%
COc1cc(/C=N/O)ccc1OCc1ccccc1Cl | 6.1% | -6.3% | -0.9%[2.29 µM] | 85.7* | 5.2 | 47.6* | -8.4%
Cc1ccc(CN(C)C(=O)c2ccccc2NC(=O)c2ccccc2)o1 | 9.8% | -18.6% | -16.0% | / | 16.6 | / | /
CCC(=O)N1CCN(c2ccc(NC(=O)COc3cccc(C)c3C)cc2)CC1 | -13.1% | 2.1% | 24.6% | -0.7 | -25.0 | -1.2 | 17.7%
O=C(O)c1ccccc1C(=O)Nc1nc(-c2ccccc2)cs1 | 2.1% | 4.0% | -12.1% | -11.1 | 61.3 | -3.4 | 3.5%
CCOc1ccccc1OCCCC(=O)OCC(=O)Nc1cccc(Cl)c1 | -12.4% | ? | -5.4% | -13.9 | -12.6 | -2.2 | 0.9%
O=C(NC1CCCC1)c1ccc(CS(=O)Cc2ccc(Cl)cc2)o1 (stereo not drawn) | 4.1% | -4.8% | -0.4% | -7.8 | 15.5 | -2.2 | /
CCN(CC)C(=O)CNC(=O)c1nn(-c2ccc(OC)c(Cl)c2)c(=O)c2ccccc12 | 27.6% | 2.2% | 2.8% | 2.7 | -28.4 | -1.2 | 2.9%
CCN(CC)S(=O)(=O)c1ccc2oc(SCC(=O)NC3CC3)nc2c1 | 3.5% | 7.4% | -19.4% | -10.9 | 33.9 | 2.1 | /
Nc1nc(N)c(C=Nc2ccc(Br)cc2)c(Nc2ccc(Br)cc2)n1 | -0.1% | 1.9% | ? | 21.4 | -37.0 | 9.3 | -13.1%
CC(C)C(NC(=O)c1ccccc1NC(=O)c1ccco1)C(=O)NNC(=O)c1ccncc1 (stereo not drawn) | 63.6%[activator] | -5.2% | 5.6% | -8.2 | ? | -2.3 | 4.2%
CCCn1c(NC(=O)CCS(=O)(=O)c2ccc(C)cc2)nc2ccccc21 | 58.8%[activator] | -13.1% | -12.9% | / | -6.9 | / | /
CCS(=O)(=O)Nc1cccc(C2=NN(S(=O)(=O)CC)C(c3ccccc3)C2)c1 (stereo not drawn) | 3.8% | 5.4% | 0.2% | 1.8 | -35.1 | 1.4 | 3.5%
CC(=Nc1ccccc1)c1sc2ccccc2c1O | 3.0% | ? | -41.6% | 139.5* | 139.9 | 50.0* | -0.2%
COc1ccccc1CCC(=O)N(Cc1ccccc1)c1c(N)n(Cc2ccccc2)c(=O)[nH]c1=O | -12.6% | 0.3% | 282.4% | 10.2 | -3.2 | 9.9 | /
CCn1c(SCC(=O)Nc2nonc2C)nnc1-c1ccoc1C | 0.0% | -15.7% | -3.8% | -10.5 | -6.0 | -5.5 | -0.6%
CCn1c(=O)n(CC)c2cc(N3CCCC3)c(NC(=O)c3ccc(C)cc3)cc21 | -11.9% | -0.6% | 86.9%[activator] | -10.4 | -10.3 | 9.2 | /
Cc1ccc(NC(=O)CS(=O)CC(=O)NC(C)CCc2ccco2)cc1Cl (stereo not drawn) | -19.4% | ? | -28.9% | 22.5 | -1.1 | 0.5 | 4.4%

Another view of 3 compounds above:
CC(C)C(NC(=O)c1ccccc1)c1nnc(SCC(=O)NC2CCCC2)n1C (stereo not drawn)
- AMA1-RON2 inh: 4.7%
- AmpC detergent: -4.9%
- AmpC inh no detg: 13.1%
- Shiga inhibitor: -8.5
- HCMV inh: -28.2
- Cycloheximide cs: -2.7
- FBPA Giardia inh: -11.2%
O=C(Cc1ccc(S(=O)(=O)N2CCOCC2)s1)NCCOc1ccccc1
- AMA1-RON2 inh: 19.2%
- AmpC detergent: ?
- AmpC inh no detg: -16.1%
- Shiga inhibitor: /
- HCMV inh: -25.1
- Cycloheximide cs: /
- FBPA Giardia inh: /
CCS(=O)(=O)Nc1cccc(C2=NN(S(=O)(=O)CC)C(c3ccccc3)C2)c1 (stereo not drawn)
- AMA1-RON2 inh: 3.8%
- AmpC detergent: 5.4%
- AmpC inh no detg: 0.2%
- Shiga inhibitor: 1.8
- HCMV inh: -35.1
- Cycloheximide cs: 1.4
- FBPA Giardia inh: 3.5%
